# Source: PubChem (Vanderbilt High Throughput Screening Facility)
# Cav32 inh – Cav3.2 calcium influx blockers – cell-based, Fluo-4 calcium fluorescence, FDSS, MLSMR library, primary screen; AID 449739, 2010; B-score at 10 µM; Cav3.2-expressing cells; hits give low values; 100,000 compounds, 4% hits;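 active = single-dose well whose peak fluorescence ratio is a statistical outlier from its plate by either plate-standardised score or position-corrected B-score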
# Active calls of the source: *. The list is partial (hit frequency here may not be typical).
SMILES,Cav32 inh
Cc1ccc(C2(C)NC(=O)N(Cc3c(C)noc3C)C2=O)cc1 (configuration not stated),-0.35
CCOC(=O)c1oc2ccc(Br)cc2c1NC(=O)CN1CCN(C)CC1,1.9
Cc1ccc(SCC(=O)Nc2ccccc2C(=O)O)cc1,-1.7
Cc1ccc(OCC(=O)N2CCN(C(=O)Cc3ccccc3)CC2)cc1,0.44
Cc1ncc(C[n+]2csc(CCOC(=O)CC3C4CC5CC(C4)CC3C5)c2C)c(N)n1 (configuration not stated),-0.38
Cc1ccccc1CNC(=O)c1ccccc1N,0.66
CC1(C)CC(=O)C2=C(C1)N(C1CCCCC1)C(=O)C2(O)C(F)(F)F (configuration not stated),-0.87
O=C(NCCCN1CCOCC1)c1ccc(CS(=O)(=O)Cc2ccc(Cl)cc2)o1,-0.25
CC1=CCC2C(=O)N(c3cccc(C(=O)N(C)C4CCCCC4)c3)C(=O)C2C1 (configuration not stated),0.81
CCCCNC(=O)Cc1c(O)c2ccccc2[nH]c1=O,0.36
Cc1ccc(NC(=O)C2CCN(C(=O)NC3CCCCC3)CC2)cc1,0.95
C/C(=C\c1cc(C(=O)O)c(C)o1)CO,1.7
CC1=C(C(N)=O)C(c2cccnc2)n2nc(-c3cccc(Cl)c3)nc2N1 (configuration not stated),1.2
Cc1csc(N/N=C/c2ccc(O)c([N+](=O)[O-])c2)n1,1.3
CC1CN(CCCCOc2ccc(C(C)C)cc2)CC(C)O1 (configuration not stated),0.82
CC(C)CC(OC(=O)c1cccs1)C(=O)NCC1CCCO1 (configuration not stated),0.3
COc1ccc(CC(=O)c2ccccc2C(=O)O)cc1,0.24
O=S(=O)(c1ccc(F)cc1)n1ccc(-c2cccc(OCc3c(F)cccc3Cl)c2)n1,-4.7
Cn1cc(Cl)c(C(=O)N2CCN(c3ncccn3)CC2)n1,0.53
CC1CCC(C(C)C)C(OC(=O)COC(=O)c2cccn2C)C1 (configuration not stated),-4.3
CCOC(=O)N1CCN(C(=O)COc2ccc(S(=O)(=O)NC(C)C)cc2)CC1,0.86
Cc1nc(C2CC(=O)OC23CCCCC3)cs1 (configuration not stated),0.24
CCOC(=O)CC(=O)CSc1nc(N)c(C#N)c(-c2ccc(Cl)cc2)c1C#N,0.53
FC(F)(F)c1cc(-c2ccc(Cl)cc2)nc2ncnn12,0.33
C=CCN1C(c2ccccc2)=CS/C1=C(\C#N)c1nnc2n1CCCCC2,0.56
# The listing continues:
SMILES,Cav32 inh
Cc1ccccc1NC(=O)c1cc(N)ccc1N1CCCCC1,-2.1
Cn1c(=O)cc(SCC(=O)N2CCCC2)c2cc(Cl)ccc21,0.45
CC(C)C(NC(=O)OCc1ccccc1)C(=O)OCC(=O)N1C(C)CCCC1C (configuration not stated),0.16
Cc1nn(Cc2ccccc2Cl)c2sc(C(=O)NCc3ccc4c(c3)OCO4)cc12,-3.5*
COc1ccccc1-c1coc2c(CN3CCN(CCO)CC3)c(O)ccc2c1=O,0.5
O=C(CSc1nnc2scc(-c3ccccc3)n12)Nc1nsc(-c2ccc(Cl)cc2)n1,-0.47
COc1cccc(N(C(=O)CNC(=O)c2ccco2)C(C(=O)NC2CCCCC2)c2ccncc2)c1 (configuration not stated),0.61
Cc1coc(C)c1C(=O)CC1(O)C(=O)Nc2cc(Cl)cc(Cl)c21 (configuration not stated),-2.2
O=C(Cc1ccccc1)NNC(=O)Nc1cccc(Cl)c1,-1.1
CCN1C(=O)C2(SC(NC(C)=O)=NN2C(C)=O)c2cc(C)ccc21 (configuration not stated),0.62
CCOC(=O)c1c(C)oc2ccc(OCc3cc(C(=O)OC)oc3C)cc12,-0.58
N#Cc1c(N)sc(=S)c2c1CCCCC2,-1.6
CN(C)C(=O)Cn1cnc2c(cnn2-c2ccccc2Cl)c1=O,0.26
O=C(CSc1nccn1-c1cccc(Cl)c1)Nc1ccc2c(c1)OCCO2,-3.7*
CCN(CC)S(=O)(=O)c1ccc(S(=O)(=O)N(CC(=O)Nc2ccccc2)CC2CCCO2)cc1 (configuration not stated),-1.2
O=C1CC(c2ccccc2)CC(O)=C1C=NCCN1CCN(C(=O)Nc2ccccc2)CC1 (configuration not stated),-1.2
COC(=O)Nc1ncc(CN2CCC(c3ccccc3)CC2)s1,-3.1
Cc1nn(Cc2c(Cl)cccc2Cl)c(C)c1NC(=O)c1cc(C(C)C)on1,-1.1
COC(=O)c1cccc(NC(=O)c2cccc(OC)c2)c1,-0.084
O=C(Nc1ccccc1F)NC1CCN(Cc2nnnn2Cc2ccc(F)cc2)CC1,-1.2
O=C(NCCc1ccccc1)C1CCN(C(=O)c2sccc2-n2cccc2)CC1,0.52
COc1ccc(OC)c(S(=O)(=O)N(C)CC(=O)Nc2ccc3c(c2)OCCO3)c1,1.4
CCCNS(=O)(=O)c1ccc(OCC(=O)N2CCOCC2)cc1,0.83
O=C1C[C@@H](c2ccc(O)cc2)Oc2cc(O)cc(O)c21,0.56
O=C1C(=O)N(c2cccc(Cl)c2)C(c2ccccc2[N+](=O)[O-])/C1=C(\O)c1ccccc1 (configuration not stated),-2.4
# (further entries)
SMILES,Cav32 inh
O=C(CSc1nc2c(cnn2-c2ccc(F)cc2)c(=O)[nH]1)N1CCOCC1,2.1
O=C(NC1CCCCC1)c1nc2c(nnn2Cc2ccccc2Cl)c(=O)[nH]1,-5.3*
O=C(c1cc2sccc2n1Cc1ccccc1)N1CCN(c2nc3ccccc3s2)CC1,-7.1*
O=C(NCCc1ccc(Cl)cc1)C1CCN(S(=O)(=O)N2CCC3(CC2)OCCO3)CC1,-0.49
CCOC(=O)c1oc2cc(OCC(N)=O)ccc2c(=O)c1-c1ccc(OC)c(OC)c1,0.089
C=CCNC(=S)NNC(=O)c1ccccc1,0.8
COc1ccccc1CCNS(=O)(=O)c1c(C)n(C)c(=O)n(C)c1=O,0.25
CCCCN(CCCC)C1=Nc2ccccc2N/C1=C(/C#N)C(=O)OCC,-3
CSc1ccccc1C(=O)Nc1cccc(C)c1,-0.66
Cc1ccc(-c2csc3ncnc(SCC(=O)c4ccc5c(c4)OCCO5)c23)cc1,-0.65
COc1cc(Cl)c(S(=O)(=O)NCCN2CCOCC2)cc1Cl,0.9
CSc1nc2ccccc2n1CC(=O)N1CCCCC1,0.026
C/C(=N\NC(=O)c1cc(C2CC2)nc2ccccc12)c1ccc(C)s1,-0.36
Cc1sc2nc(SCC(=O)OC(C)C)n(C)c(=O)c2c1C,-0.49
O=C1C=C(c2ccc3c(c2)OCO3)CCC1,1.7
O=C(OCCN1C(=O)c2ccccc2C1=O)c1cnccn1,0.2
CCn1nnnc1SCC(=O)Nc1ccc2c(c1)OCCO2,-0.14
Cc1cccc(NC(=O)CSc2nnc([C@@H]3CCCN3C(=O)OC(C)(C)C)o2)c1C,0.54
CCOC(=O)N1CCN(C(=O)c2ccc(CN(c3ccc(C)c(C)c3)S(C)(=O)=O)cc2)CC1,0.079
C=Cn1c(C(=O)O)cc(CC)c1-c1ccccc1,-0.82
COc1ccc(S(=O)(=O)N2CCC(C(=O)NCCc3ccccc3)CC2)cc1OC,0.67
O=C(/C=C/c1ccccc1)c1cc(Br)ccc(=O)c1O,-4.7
CCC1CCCCN1S(=O)(=O)c1ccc(C(=O)Nc2nnc(-c3cccs3)o2)cc1 (configuration not stated),-8.5*
COC(=O)C1=C(C)N(c2ccc(S(N)(=O)=O)cc2)C(=O)C1,-0.5
Cc1ccnc(N2CCCC(C(=O)NCc3cccs3)C2)n1 (configuration not stated),1.5

# Some of the entries so far, bar-delimited:
molecule | Cav32 inh
CCCCN(CCCC)C1=Nc2ccccc2N/C1=C(/C#N)C(=O)OCC | -3
CSc1ccccc1C(=O)Nc1cccc(C)c1 | -0.66
Cc1ccc(-c2csc3ncnc(SCC(=O)c4ccc5c(c4)OCCO5)c23)cc1 | -0.65
COc1cc(Cl)c(S(=O)(=O)NCCN2CCOCC2)cc1Cl | 0.9
CSc1nc2ccccc2n1CC(=O)N1CCCCC1 | 0.026
C/C(=N\NC(=O)c1cc(C2CC2)nc2ccccc12)c1ccc(C)s1 | -0.36
Cc1sc2nc(SCC(=O)OC(C)C)n(C)c(=O)c2c1C | -0.49
O=C1C=C(c2ccc3c(c2)OCO3)CCC1 | 1.7
O=C(OCCN1C(=O)c2ccccc2C1=O)c1cnccn1 | 0.2
CCn1nnnc1SCC(=O)Nc1ccc2c(c1)OCCO2 | -0.14
Cc1cccc(NC(=O)CSc2nnc([C@@H]3CCCN3C(=O)OC(C)(C)C)o2)c1C | 0.54
CCOC(=O)N1CCN(C(=O)c2ccc(CN(c3ccc(C)c(C)c3)S(C)(=O)=O)cc2)CC1 | 0.079
C=Cn1c(C(=O)O)cc(CC)c1-c1ccccc1 | -0.82
COc1ccc(S(=O)(=O)N2CCC(C(=O)NCCc3ccccc3)CC2)cc1OC | 0.67
O=C(/C=C/c1ccccc1)c1cc(Br)ccc(=O)c1O | -4.7
CCC1CCCCN1S(=O)(=O)c1ccc(C(=O)Nc2nnc(-c3cccs3)o2)cc1 (configuration not stated) | -8.5*
COC(=O)C1=C(C)N(c2ccc(S(N)(=O)=O)cc2)C(=O)C1 | -0.5
Cc1ccnc(N2CCCC(C(=O)NCc3cccs3)C2)n1 (configuration not stated) | 1.5

# Further structures.
SMILES,Cav32 inh
Cc1c(N=c2c(=O)c3ccccc3c2=O)c(=O)n(-c2ccccc2)n1C,-0.13
CC1(OC(=O)c2ccc(Cl)nc2)C(=O)C=C2C=C(C3CC3)OC=C2C1=O (configuration not stated),0.32
CCOC(=O)c1[nH]c(C)c(C(=O)NCC2CCCO2)c1C (configuration not stated),0.16
O=C1c2cccc3cccc(c23)C(=O)N1c1nncs1,-0.064
CCC(CC)n1[nH]c(=O)c2c(C)cc(C)nc21,0.27
COc1cc(/C=C2/SC(=NCc3ccccc3)N(Cc3ccccc3)C2=O)ccc1O,-0.24
CCCn1c(=O)c2ccccc2n2c(SCCOc3ccc(C)cc3)nnc12,-3.3
CCOC(=O)C1=C(N)N2C(=O)C(C)SC2=C(C(=O)OC)C1c1cccc(OC)c1 (configuration not stated),-4.7
COc1ccc(-c2cc(C(=O)Nc3cc(C)n(Cc4ccc(Cl)cc4)n3)no2)cc1OC,-1.8
CCCCCC(=O)Nc1nnn(CCC)n1,-1
CCCN1CCC(=O)N([C@H](CSc2ccc(OC)cc2)Cc2ccccc2)CC1,-0.7
COc1ccc([C@@]2(O)c3c(ccc(CC=C(C)C)c3O)NC(=O)[C@@H]2OC)cc1,-2.5
CCOc1c2ccc(C(=O)NCc3ccco3)cc2nn1CCOC,-0.95
O=C1OCCN1C(=O)[C@H]1[C@H](c2ccc([N+](=O)[O-])cc2)C(c2cccc(Cl)c2)=NN1c1ccccc1,-1.5
CC(=O)OCc1cc2cccc(C)c2[nH]c1=O,1.1
COc1ccc(OC)c(/C(O)=C/C(=O)C(=O)Nc2ccccc2OC)c1,-8.5*
COc1ccc(Cl)cc1NC(=O)CS(=O)(=O)c1cccc2nsnc12,0.54
O=C(Cn1nc(C(=O)O)c2ccccc2c1=O)NCCC1=CCCCC1,0.96
CC(C)NC1CS(=O)(=O)CC1O (configuration not stated),2.4
CCOC(=O)CN1C(=O)N[C@@H](c2cccs2)C(C(C)=O)=C1C,0.11
Cc1nn(-c2ccccc2)c(Cl)c1C(=O)Nc1ccccc1,-0.21
Cc1ccc(-c2nnn(CC(=O)N(c3ccccc3)C(C(=O)NCC3CCCO3)c3ccc(Cl)cc3)n2)cc1 (configuration not stated),-4.6*
CC(=O)c1ccc(OCC(O)CN2CCN(CC(O)COc3ccc(C(C)=O)cc3)CC2)cc1 (configuration not stated),1.5
O=C(Nc1ccccc1)c1ccccc1CC[N+](=O)[O-],0.66
CCCn1c(NCCO)nc2ccccc21,-0.76
# Continuation.
SMILES,Cav32 inh
COC(=O)c1sc(NC(=O)CSc2nnnn2-c2ccc(C)cc2C)nc1C,-0.68
O=C(O)CCC(=O)N1CCC(C(=O)c2cccc(Cl)c2)CC1,-0.077
O=C1Nc2ccccc2C12Nc1ccccc1-c1nc3ccccc3n12 (configuration not stated),-4.8*
O=c1cc(N2CCOCC2)[nH]c(=O)n1-c1ccc(Br)cc1,1.3
COc1cc(C2OCC3C(c4cc(OC)c(OC)c(OC)c4)OCC23)cc(OC)c1OC (configuration not stated),2.5
CC1(c2ccccc2)NC(=O)N(CCOc2ccccc2)C1=O (configuration not stated),-0.24
Cc1cccc(-c2nnc(SCc3cc(=O)[nH]c4ccccc34)n2C)c1,0.61
Cc1c(C(=O)OC2CCCCC2)sc2nc[nH]c(=O)c12,-2.3
CC(C)(C)c1ccc(C(=O)NNC(=O)Cc2ccccc2)cc1,0.18
CCOC(=O)c1[nH]c(C)c(C(=O)NCCCOC(C)C)c1C,1
O=C(c1noc2c1CCc1ccccc1-2)N1CCCc2ccccc21,-4
Cc1cccc(COCC(CC(C)C)N2CCN(C(=O)c3ccc(C(C)(C)C)cc3)CCC2=O)c1 (configuration not stated),-3.4
CCOC(=O)N1CCN(c2ccc(C(=O)c3ccccc3)cc2F)CC1,-1.5
Cc1cc(COc2ccccc2OCc2cc(C)no2)on1,-0.23
CCSc1ccccc1C(=O)n1nnc2ccccc21,0.037
CCOc1ccc(N(C(C)C(=O)NC(C)CC)S(C)(=O)=O)cc1 (configuration not stated),-0.31
Cn1nc(C(=O)NC2CCCCCC2)ccc1=O,-0.084
O=C1NC2(CCCCCC2)Cc2ccccc21,-0.2
Cc1ccccc1-c1nc(CS(=O)CC(=O)NCc2ccccc2)c(C)o1 (configuration not stated),-0.93
COc1ccc(/C=N/NC(=O)c2[nH]ncc2Br)c(OC)c1,0.36
Cc1ccc2nc(NC(=O)C3CCN(S(=O)(=O)c4cccs4)CC3)sc2c1,-3.5
CC(=O)c1cc(C#N)c(SCc2ccccc2C#N)nc1C,0.44
COc1cc(O)c(C(CCN2CCOCC2)c2ccc(N(C)C)cc2)c(OC)c1 (configuration not stated),0.59
Cc1nc2c(sc3nc4c(cc32)COC(C)(C)C4)c(=O)n1CC(=O)NCc1ccco1,-0.29
COc1ccc(C(=O)N2CCN(C3CCCCC3)CC2)c(OC)c1,-0.027
Cn1c(=NC(=O)CSCC(=O)N2CCCCC2)sc2ccccc21,0.39
